RXFP1 antag: qHTS Assay for Antagonists of the Relaxin Receptor RXFP1; Relaxin receptor 1 (Homo sapiens), Q9HBX9; HEK293-RXFP1, relaxin-stimulated cAMP HTRF, 30 min; stronger effect = lower value; activity change, negative = inhibition, % at 57.5 µM; actives 0.59% (n = 350,000); AID 1259400, 2018;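 active = activity change of -60% or lower, but not beyond a set lower limit; inconclusive = change between -60% and -40%, or beyond the set limit; inactive = change above -40%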; also: % is scaled to controls: 0 for no effect and ±100 for the full control effect
D1 potentiator: Potentiators of Human D1 Dopamine Receptor: qHTS | D(1A) dopamine receptor (Homo sapiens), P21728 | HEK293 TREx D1 cells, calcium flux, dopamine EC20 potentiation | potentiation, % at 10 µM | actives 0.036% (n = 360,000); in the data active = potentiation above about 30%; also: 0% is about no effect
Target sequence (P21728 whole entry, looked up): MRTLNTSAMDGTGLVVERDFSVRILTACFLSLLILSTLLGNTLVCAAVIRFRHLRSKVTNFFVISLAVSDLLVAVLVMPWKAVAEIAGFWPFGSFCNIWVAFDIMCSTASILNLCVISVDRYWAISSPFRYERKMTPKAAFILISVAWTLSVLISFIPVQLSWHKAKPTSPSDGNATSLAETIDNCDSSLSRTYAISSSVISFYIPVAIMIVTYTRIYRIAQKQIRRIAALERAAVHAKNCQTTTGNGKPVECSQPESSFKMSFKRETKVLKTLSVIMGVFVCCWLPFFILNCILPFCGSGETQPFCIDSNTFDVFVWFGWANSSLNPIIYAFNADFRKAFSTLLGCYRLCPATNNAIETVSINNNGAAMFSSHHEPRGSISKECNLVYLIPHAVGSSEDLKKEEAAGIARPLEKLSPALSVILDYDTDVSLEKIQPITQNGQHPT
D2 agonist: HTS Assay for Allosteric Agonists of the Human D2 Dopamine Receptor: Primary Screen for Agonists. D(2) dopamine receptor (Homo sapiens), P14416. HEK293 T-REx D2 cells, calcium flux agonist mode. activation, % at 2 µM. actives 0.53% (n = 340,000). AID 485358, 2010;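 active = activation over 3 SD above normal in the single-dose calcium agonist read, cut at about 30% in these data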; also: 0% is about no effect
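Agonism is scored from calcium flux in a force-coupled, inducible HEK293 cell line expressing D2, read kinetically for 180 s after compound addition against dopamine controls.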
D1 antag: Antagonist of Human D 1 Dopamine Receptor: qHTS; D(1A) dopamine receptor (Homo sapiens), P21728; HEK293 TREx D1 cells, calcium flux, dopamine EC80; stronger effect = lower value; activity change, negative = inhibition, % at 10 µM; actives 3.2% (n = 360,000); in the data active = activity change below about -30%; also: % is scaled to controls: 0 for no effect and ±100 for the full control effect
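Using tetracycline-induced force-coupled D1 Hek293 cells and a calcium dye, signals were followed for 180 s after compound, then for 180 s after EC80 dopamine, to detect inhibitors.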
RXFP1 ag: qHTS Assay for Agonists of the Relaxin Receptor RXFP1. actives 0.3% (n = 370,000). Potency, µM (top dose mostly 57.5 µM), inactives show top-dose activation, usual class: activators. Relaxin receptor 1 (Homo sapiens), Q9HBX9. HEK293T-RXFP1 cAMP TR-FRET, 30 min; response scale: percent of porcine relaxin response, buffer zero; active = well fitted activation curve with a large enough effect; inconclusive = small, poorly fitted or top-dose-only effect; also: potency is read from the fitted curve at half-maximal effect; % is scaled to controls: 0 for no effect and ±100 for the full control effect; nearly all actives have a fitted effect of over 60% in size; many of its hits are not listed in these tables
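HEK293 cells stably expressing RXFP1, treated 30 min at 37C with compounds plus PDE4 inhibitor Ro 20174; cAMP measured by HTRF TR-FRET. Normalized to buffer and 29 nM porcine relaxin; EC50 by Hill fit.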
TRHR enhancer: qHTS for Small Molecule Agonists and Allosteric Enhancers of Human TRH Receptor: Primary Screen for Enhancers. enhancement, % at 2 µM. Thyrotropin-releasing hormone receptor (Homo sapiens), P34981. TRHR cells, fluo-8 calcium fluorescence, EC20 TRH enhancement. AID 493056, 2011. actives 0.66% (n = 360,000); in the data active = enhancement above about 30%; also: 0% is about no effect
Target sequence (P34981 whole entry, looked up): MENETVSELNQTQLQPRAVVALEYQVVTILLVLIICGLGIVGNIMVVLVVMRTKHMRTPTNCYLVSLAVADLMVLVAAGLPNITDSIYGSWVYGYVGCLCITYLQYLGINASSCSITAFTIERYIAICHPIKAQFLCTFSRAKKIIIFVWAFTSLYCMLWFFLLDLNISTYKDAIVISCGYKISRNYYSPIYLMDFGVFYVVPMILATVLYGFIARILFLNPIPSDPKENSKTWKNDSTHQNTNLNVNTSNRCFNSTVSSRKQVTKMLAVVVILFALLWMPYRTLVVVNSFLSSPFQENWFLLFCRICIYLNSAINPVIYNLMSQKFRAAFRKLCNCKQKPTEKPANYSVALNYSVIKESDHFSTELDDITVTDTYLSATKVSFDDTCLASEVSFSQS
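Enhancer read-out: after compound pinning and an initial kinetic agonist-mode read, an EC20 of TRH (10 nM final) was injected and fluo-8 calcium signal (Ex 480/Em 530) followed at 1 s/cycle for 100 cycles in TRHR-expressing cells.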
D2 PAM: HTS Assay for Positive Allosteric Modulators of the Human D2 Dopamine Receptor: Primary Screen for Potentiators; actives 0.34% (n = 340,000); HEK293 T-REx D2, calcium flux, EC20 dopamine potentiation; AID 485347, 2010; D(2) dopamine receptor (Homo sapiens), P14416; potentiation, % at 10 µM;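 active = potentiation over 3 SD above the plate norm, cut at about 30% in these data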; also: 0% is about no effect
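Potentiation of an EC20 dopamine calcium response measured kinetically over 180 s, after a preceding 180 s compound-only read flagging agonists. Cells: inducible Hek293 Trex D2 line, 4000/well, cultured overnight at 30 C before dye loading.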
D1 agonist: Allosteric Agonists of the Human D1 Dopamine Receptor: qHTS; HEK293 T-REx D1 cells, calcium flux, agonist mode; activation, % at 2 µM; actives 1% (n = 360,000); AID 504660, 2011; in the data active = activation above about 30%; also: 0% is about no effect
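Agonism was scored from calcium flux recorded over 180 s (1 read/s) after pintool compound addition, following a 10-cycle baseline. Cells were inducible force-coupled HEK293 TREx D1, plated overnight at 30 C and loaded with no-wash calcium dye.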
D2 antagonist: HTS Assay for Allosteric Antagonists of the Human D2 Dopamine Receptor: Primary Screen for Antagonists | D(2) dopamine receptor (Homo sapiens), P14416 | HEK293 TREx D2 cells, calcium flux, dopamine EC80 | inhibition, % at 10 µM | actives 2% (n = 340,000); in the data active = inhibition above about 30%; also: 0% is about no effect
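Read-out: kinetic calcium fluorescence (1 cycle/s) in inducible HEK293 T-REx D2 cells after an EC80 dopamine addition that followed 180 s compound preincubation. Loss of the dopamine response indicates antagonism.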
Active calls of the source: *; ? = inconclusive; / = not tested or not shown.

Values run as follows: RXFP1 antag, D1 potentiator, D2 agonist, D1 antag, RXFP1 ag, TRHR enhancer, D2 PAM, D1 agonist, D2 antagonist
- CC(=O)c1ccc(-n2nnnc2SCC(=O)N2CCc3ccccc3C2)cc1
  /, -8, 0.4, -6, -1.0%, 1, 9, 2, -10
- Cc1ccc(-c2nc3cccnc3o2)cc1NC(=O)COc1ccc(Cl)cc1C
  10, -3, 0.5, -7, -0.4%, 3, -13, 7, 14
- COc1ccc(F)c(CN2CCN(CCc3ccccc3)C(CCO)C2)c1 (stereo not drawn)
  -3, -6, 0.9, -8, 0.4%, -11, -5, 1, -10
- COc1cccc2c(C)nc(Nc3nc(CSc4nnc(C)s4)cc(=O)[nH]3)nc12
  -12, -4, -0.8, -1, 0.7%, -4, -1, 1, 15
- COc1cccc(OCc2cc(C(=O)NC(C)c3cnn(C)c3C)no2)c1 (stereo not drawn)
  -9, -9, 0.0, -22, 0.0%, -2, -3, 2, -10
- O=c1c2ccccc2sc2nc(C3CCCCC3)n(Cc3ccco3)c(=O)c12
  3, 9, 0.1, 19, 1.3%, -2, 8, 9, 15
- O=C(O)CCC(=O)Nc1cccc(C(=O)Nc2ccc(Br)cc2)c1
  2, 4, -0.3, 8, -0.8%, 2, 7, 3, -17
- O=c1c2cc([N+](=O)[O-])ccc2nc2n1CCC2
  -3, -5, 0.4, -24, 0.0%, 4, 1, 3, -8
- Cc1oc2ccc(OCc3ccc(Cl)cc3)cc2c1C(=O)O
  -3, 0, -1.4, -13, 4.6%, 1, -15, 2, -1
- CSc1ccccc1NC(=S)N/N=C/c1cccn1Cc1ccc(F)cc1
  -26, 0, /, -6, -1.9%, 4, /, 4, /
- CN(C)c1nc(N)nc(CSc2nnnn2-c2ccccc2)n1
  -20, 0, 0.0, -13, -0.4%, 4, 1, 4, -4
- Cc1ccc(CN2C(=O)C(C)Oc3ccccc32)cc1 (stereo not drawn)
  ?, -5, -0.4, -20, -0.2%, -2, -1, 9, -10
- CCOC(=O)c1c(C)oc2ccc(NS(=O)(=O)c3cccs3)cc12
  29, 8, -0.4, 21, 0.2%, 7, 11, 16, -12
- COc1ccc(CCN(C)C(=O)c2cc(S(=O)(=O)NCc3ccccc3)ccc2C)cc1OC
  -4, -8, 0.2, -8, 0.6%, -2, -6, 1, 29
- O=C(Nc1ccc(F)cc1F)c1ccc2ncsc2c1
  -5, -1, 0.0, 0, 0.1%, 1, 12, 0, 3
- Cc1cc(C)c2c(C)c(C(=O)NCc3ccc(S(N)(=O)=O)cc3)oc2c1
  -15, /, /, 13, 18%, 28, /, 5, /
- O=C(Cc1ccc(Cl)cc1)NCC(=O)N1CCN(c2ccccc2)CC1
  1, -5, -0.4, -24, 3.0%, 2, -2, 3, -3
- COc1cc2c(cc1NCc1ccccn1)oc1ccccc12
  -5, -2, -1.1, -13, 3.6%, -2, 4, 11, 4
- O=S(=O)(Nc1cccc(-c2ccc(N3CCOCC3)nn2)c1)c1ccc(Cl)c(Cl)c1
  -4, 10, /, 4, 2.2%, 5, /, 2, /
- O=C(COC(=O)c1cccc(Br)c1)NCCNC(=O)COC(=O)c1cccc(Br)c1
  -1, -13, 4.5, 7, 0.0%, -10, 6, 1, 1
- COc1ccc(NC(=O)CN(C)C(=O)CN2C(=O)c3ccc([N+](=O)[O-])cc3C2=O)cc1
  -1, 6, 0.5, -5, -1.8%, 1, -5, 2, 0
- N/C(=N\NC(=O)Nc1ccc(Cl)cc1)c1ccccn1
  1, -2, -0.3, 10, -0.3%, -7, 3, 2, 4
- O=C(Nc1ccc(C2SCCS2)cc1)c1ccccc1
  -8, 0, 0.9, -18, 0.0%, -5, 1, 3, -4
- CN(C)c1cccc(C(=O)OCCCC(=O)c2ccc(F)cc2)c1
  -28, /, -0.8, -11, 1.1%, 0, 6, 1, -29
- c1ccc(CSc2nc3ncccc3[nH]2)cc1
  15, -1, /, 1, 0.3%, 10, 4, -1, /
- CSc1ccc(CN(C)C(=O)C(c2ccccc2)c2ccccc2)cc1
  -7, -3, /, -3, -0.2%, 2, /, 15, /
- N/C(=N\OC(=O)CCCc1ccccc1)c1ccc(Br)cc1
  1, 0, -0.2, 11, 3.0%, 15, 15, 4, -4
- O=C(COc1ccccc1)N1CCN=C1c1ccccc1
  -1, -3, 0.9, -12, 1.9%, 1, 5, 1, -13
- CN(C)S(=O)(=O)n1cnc2ccccc21
  5, 5, 0.1, 2, 2.4%, -5, 3, 1, -14
- Cc1ccc(S(=O)(=O)N2CCN(C(=O)N(C)C)CC2)cc1C
  -12, -8, -0.5, -15, 2.0%, 0, -3, 2, -10
- COC(=O)c1c(NC(=O)c2ccc(C)cc2)csc1C
  -13, 1, 0.2, 4, 1.2%, 2, -5, 4, 7
- Cn1cnnc1SCC(=O)N1N=C2/C(=C/c3ccco3)CCCC2C1c1ccco1 (stereo not drawn)
  -7, 1, -0.5, -21, 0.3%, 16, 1, 4, -22
- CCc1cc(=O)oc2cc(C)cc(OCC(=O)NCc3ccncc3)c12
  22, 1, 0.0, -9, 0.0%, 7, 11, 1, -33
- CN(C)S(=O)(=O)c1ccc(C(=O)Nc2cc3c(cc2C(=O)O)OCCCO3)cc1
  1, -5, 0.8, 3, 2.1%, 6, 10, 1, -6
- CCOc1ccccc1NC(=O)NCc1ccccn1
  7, 7, 0.3, -17, 1.9%, 3, 4, 2, 5
- COc1ccc(C(=O)CSc2nnc(CNC(=O)c3ccc(OC)c(OC)c3)n2C)cc1
  -11, -3, /, -6, 2.0%, 5, /, 1, /
- O=C(N/N=C/c1ccccc1F)NC12CC3CC(CC(C3)C1)C2
  -10, 1, -0.1, 13, -3.5%, 6, 15, 1, -32
- O=C(Nc1ccc(Br)cc1)C1CCN(c2ncccn2)CC1
  /, 1, -1.2, -8, 2.2%, -3, -5, 2, /
- COc1cc(COc2ccc3c(C)c(Cc4ccccc4)c(=O)oc3c2)cc(OC)c1OC
  3, -3, 2.4, 6, 2.6%, 2, 5, 7, -30
- O=C(NC1CCCCC1)c1ccc2c(c1)N(Cc1cccc(Cl)c1)C(=O)c1ccccc1S2(=O)=O
  -35, -5, 0.4, -1, 0.6%, 25, 18, 2, /
- O=C(NC1(C(F)(F)F)NC(=O)N(C2CCCCC2)C1=O)c1cccs1 (stereo not drawn)
  -5, 5, 0.0, 6, 1.3%, -1, -4, -3, 8
- CCCCN(CCCC)C(=S)NC(=O)C(C)(C)C
  6, -14, -1.1, -1, -0.2%, -2, 3, -1, -2
- O=C(NNC1=Nc2ccccc2SC1)c1ccc(F)cc1
  -21, 1, -0.6, -1, -2.0%, -7, -22, 6, 13
- CCCC(=O)N1CCc2cc(-c3nc(N)sc3C)ccc21
  5, 2, -0.2, 8, 3.0%, 0, -1, 0, 15
- O=C(COC(=O)c1ccc(F)cc1Cl)Nc1cccc(S(=O)(=O)N2CCOCC2)c1
  2, 0, -0.2, -14, -0.3%, 8, 18, 6, -5
- COC(=O)Nc1ccc(S(=O)(=O)N2CCCC(C(=O)NC3CCS(=O)(=O)C3)C2)cc1 (stereo not drawn)
  13, 2, 1.1, -7, 1.9%, 16, 4, 1, -8
- O=C(Nc1cccc2ncccc12)C(c1ccccc1)c1ccccc1
  3, -5, -0.2, 0, -1.7%, -1, 4, 2, 14
- COC(=O)/C=C1\N/C(=N\c2nc(C)cc(C)n2)N(c2ccccc2)C1=O
  -1, -3, -1.5, -52*, 1.0%, 0, 10, 0, 5
- Cc1ccc(Nc2cc(C)nc3nc(C)nn23)cc1
  -4, -6, -2.0, 7, 6.2%, 2, -1, -2, -13
- CCCCN(C)C(=O)c1cc2cc3ccc(OC)cc3nc2s1
  -25, -2, 0.5, -5, 4.7%, 0, 3, 2, 10
- O=C(Nc1ncnc2sc3c(c12)CCCCC3)c1ccc(F)cc1
  -28, 0, 0.6, -9, -0.6%, -2, 0, 19, -8
- O=C(CN(Cc1ccccc1)S(=O)(=O)c1ccc(F)cc1)NCc1ccncc1
  0, -7, 0.0, 17, 0.1%, 14, 8, 1, -4
- Cc1c(Br)c([N+](=O)[O-])nn1CC(=O)NCc1cccs1
  6, 2, -0.2, -1, 2.1%, 1, -10, 1, -6
- CC(C)NC(=O)CSc1ncccc1-c1nc2ccccc2[nH]1
  9, -5, 0.2, 10, 4.1%, 2, 6, -1, -3
- Cc1cnc(C(=O)OCC(=O)Nc2ncc(Cl)cc2Cl)cn1
  5, -4, 0.3, 1, 0.0%, -2, -3, 2, 8
- Cc1ccc(-n2c(SCC(=O)NCc3ccccc3)nc3c([nH]c4ccccc43)c2=O)cc1
  -10, -1, -0.9, -10, -1.7%, 9, 26, 6, /
- COc1cccc(-c2noc(CCCC(=O)NCc3ccco3)n2)c1
  -6, -2, -1.1, -23, 0.3%, -3, 3, 14, /
- O=Cc1cc2ccccc2nc1SCc1ccc(Cl)c(Cl)c1
  5, -3, -1.1, -16, -0.3%, 3, 25, 2, -8
- CNC(=O)NC(=O)C(C)OC(=O)c1ccc(Cl)c(S(=O)(=O)Nc2ccc(F)cc2)c1 (stereo not drawn)
  -4, 1, 0.1, -4, -0.4%, 6, 2, 5, 4
- CCn1nnc(-c2ccc(N)cc2)n1
  -5, 0, 0.4, 3, -2.1%, -3, -3, 5, -5
- COc1ccc(-n2c(COc3ccc(C)cc3)nnc2SCC(=O)O)cc1
  -7, -3, 0.3, -7, -1.4%, -1, -4, 2, 0
- O=c1c2ccccc2nc2c3ccccc3c(NCCN3CCOCC3)nn12
  /, 2, -0.7, 14, -1.5%, 14, 8, 1, -7
- O=C(NCCCN1CCN(c2ccccc2F)CC1)c1nnc(Cc2ccc(Cl)cc2Cl)o1
  -13, -4, /, -55*, 4.8%, -3, -21, 21, /

Quoted from the listing:
`Cc1cnc(C(=O)OCC(=O)Nc2ncc(Cl)cc2Cl)cn1` in D2 PAM: -3
`COC(=O)/C=C1\N/C(=N\c2nc(C)cc(C)n2)N(c2ccccc2)C1=O` in D1 antag: -52*
`COc1cccc(-c2noc(CCCC(=O)NCc3ccco3)n2)c1` in D1 potentiator: -2

Two compounds from above, showing only TRHR enhancer and D1 antag:
Molecule	TRHR enhancer	D1 antag
CC(C)NC(=O)CSc1ncccc1-c1nc2ccccc2[nH]1	2	10
Cc1cnc(C(=O)OCC(=O)Nc2ncc(Cl)cc2Cl)cn1	-2	1

Screening results as filed in PubChem BioAssay.

A portion of the library; the hit share may differ from the screen's.
